Assay outcomes (PubChem)
NPYLR7 agonist – agonists of mosquito NPYLR7 receptor, primary screen, cell-based, Aedes aegypti, calcium fluorescence, mosquito biting behavior; Aedes aegypti neuropeptide Y-like receptor 7 (NPYLR7); HEK293T NPYLR7/Galpha15, GCaMP6s calcium fluorescence; activation, % at 10 µM; 270,000 compounds, 0.15% hits; in the data active = activation above about 40%;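 also: 0% = vehicle and 100% = reference agonist at the receptor; some compounds past the cut are filed as inactive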
mcGAS lum – cyclic GMP-AMP synthase inhibitors, mouse, primary biochemical chemiluminescence; AID 1259399, 2018; inhibition, % at 12.5 µM; Q8C6L5; 160,000 compounds, 0.15% hits; recombinant cGAS, Kinase-Glo ATP depletion luminescence;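 also: 0% = negative control wells and 100% = reference inhibitor with no enzyme activity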
hcGAS inh – Primary biochemical luminescence assay for human cyclic GMP-AMP synthase inhibitors; 290,000 compounds, 0.081% hits; Q8N884; recombinant h-cGAS, ATP depletion, Kinase-Glo luminescence; inhibition, % at 12.5 µM;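 also: 0% = vehicle reaction and 100% = reaction without DNA for no activity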
Target sequence (Q8N884 whole entry, looked up): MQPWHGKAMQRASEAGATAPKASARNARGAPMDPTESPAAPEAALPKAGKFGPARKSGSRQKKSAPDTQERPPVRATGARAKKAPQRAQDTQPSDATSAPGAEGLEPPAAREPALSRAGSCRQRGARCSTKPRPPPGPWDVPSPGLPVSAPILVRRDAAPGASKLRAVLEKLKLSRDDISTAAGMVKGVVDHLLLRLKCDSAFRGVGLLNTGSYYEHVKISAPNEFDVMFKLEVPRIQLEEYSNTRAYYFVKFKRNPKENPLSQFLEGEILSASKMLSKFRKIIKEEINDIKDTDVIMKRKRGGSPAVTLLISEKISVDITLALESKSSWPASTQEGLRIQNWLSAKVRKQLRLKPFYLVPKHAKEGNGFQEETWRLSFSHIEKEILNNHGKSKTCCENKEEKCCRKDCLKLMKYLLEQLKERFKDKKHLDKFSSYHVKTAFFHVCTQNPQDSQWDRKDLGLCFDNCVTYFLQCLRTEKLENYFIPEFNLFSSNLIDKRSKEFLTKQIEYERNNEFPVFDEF
* = called active by the depositor; x = not tested or not shown; & = joins results of further samples. Rule as the data show it, unless noted: active = inhibition above about 40%; inactive = the rest.

SMILES | NPYLR7 agonist | mcGAS lum | hcGAS inh
O=C(CCN1C(=O)/C(=C\c2ccccc2)SC1=S)NNC(=O)c1ccncc1 | -0.7 | -5.8 | -2.2
COc1ccc(-n2ncc3c2CCN(C(=O)c2ccc(-n4cccc4)nc2)C3)cc1 | 0.2 | x | -6.5
Clc1ccc2nc(CCc3ccccc3)c(NC3CCCCC3)n2c1 | -0.7 | -6.9 | -5.0
O=C1CN(CCC2=CCCCC2)C2CS(=O)(=O)CC2N1c1ccccc1 (stereo not given) | 2.5 | x | 0.9
Cc1cc(C)n(CCCN(C)C(=O)C2CC3(CCNCC3)CN2)n1 (stereo not given) | 16.4 | x | -0.8
CCOC(=O)C1CCN(C(=O)c2ccc(CSc3nc(COC)cc(N4CCN(CC)CC4)n3)cc2)CC1 | 2.9 | -7.2 | -4.1
CCc1cc(-c2[nH]ncc2-c2ccc3c(c2)OCCO3)c(O)cc1OC | -2.2 | -7.7 | -6.6
CNc1ncccc1CN1CCN(c2cc(C(C)C)nc(C)n2)CC1 | 2.4 | x | -9.5
c1cnc(N2CCOCC2)c(CNCc2cccn2-c2nccs2)c1 | 6.0 | x | -7.8
S=C(Nc1ccccc1Oc1ccccc1)NN1CCCCC1 | 6.0 | -3.7 | 1.4
CC(C)c1c(O)ccc2c1CCC1[C@@](C)(C=O)CCC[C@]21C (stereo not given in full) | x | -2.2 | -4.8
COc1ccc(C(=O)N(C)OC)cc1S(=O)(=O)N1CCCc2ccccc21 | 6.7 | x | -4.9
CN(CC(O)c1ccc(F)cc1)c1ccc(S(=O)(=O)N2CCCC2)cn1 (stereo not given) | 0.7 | x | 3.3
Cc1ccc2nc(C)n(C3CCN(C(=O)c4ccc(F)c(C)c4)CC3)c2c1 | x | -4.2 | -7.2
CCN(CC)c1ccc(CN(CCOC)C(=O)NC(C)(C)C)c(OS(=O)(=O)CC)c1 | 2.6 | -5.7 | -2.4
CS(=O)(=O)c1ccc(CN2CCN(c3ccnc4ccccc34)CC2)cc1 | 1.0 | x | 2.4
Cc1cc(C(=O)NCCc2ccccc2)n2nc(C(C)(C)C)cc2n1 | 17.9 | -4.7 | -5.7
Cc1ccc(CNC(=O)CSc2nccn3nc(-c4ccc(Cl)cc4)cc23)cc1 | -4.4 | -8.1 | -7.0
Clc1ccccc1-c1cc(C2CCN(Cc3cnc[nH]3)CC2)[nH]n1 | 25.1 | -10.9 | -6.9
CCOc1cc(C(=O)OCc2nnc(-c3ccccc3)o2)cc(OCC)c1OCC | -0.1 | x | -10.9
CCOc1ccc(-n2nnc(C(=O)N(C)C3CCS(=O)(=O)C3)c2C)cc1 (stereo not given) | 4.1 | -6.8 | -1.0
O=C(O)C(CCCCN1C(=O)/C(=C\c2cccc([N+](=O)[O-])c2)SC1=S)N1C(=O)/C(=C\c2cccc([N+](=O)[O-])c2)SC1=S (stereo not given) | 10.6 | -2.4 | -8.2
FC(F)(F)c1cccc2c(N3CCN(C4CCOCC4)CC3)ccnc12 | -0.4 | 1.7 | 2.5
CCCCN(C(=O)Cc1c(C)n[nH]c1C)c1c(N)n(CCC)c(=O)[nH]c1=O | 6.2 | x | -0.8
O=C(CSc1nnc(SCC(=O)NC2CCCC2)s1)NC1CCCC1 | 9.9 | x | -0.1

(list continues)
SMILES | NPYLR7 agonist | mcGAS lum | hcGAS inh
COc1ccc2cc(C3CN(c4ncnc5c4CCC5)CCO3)ccc2c1 (stereo not given) | x | -13.0 | -4.7
CSc1nnc(-c2cccc(S(=O)(=O)N3CCCCC3)c2)n1C | 23.0 | x | 0.6
CC(C)CC(C(=O)Nc1ccc(Cl)cc1Cl)N1C(=O)c2ccccc2C1=O (stereo not given) | -3.2 | -3.8 | -4.6
Cc1[nH]cnc1C(=O)N1CCC(c2ccncc2)CC1 | 2.0 | -11.8 | -5.6
Cn1cc(-c2cccc(NC(=O)Cc3cccc(F)c3)n2)cn1 | 7.1 | x | -5.8
COCCOc1nc(-c2ccc(Cl)c(Cl)c2)n(-c2ccc(N)cc2)n1 | -3.9 | -5.1 | -4.6
Cc1cc(C)nc(Nn2ccc3c(cnc4nc(C)nn43)c2=O)n1 | 4.0 | x | -3.3
Clc1ccc(-c2noc(CSc3nncs3)n2)cc1 | -1.3 | x | -4.9
COC(=O)CN1CCCN(S(=O)(=O)c2ccc(Cl)cc2C)CC1 | 0.6 | x | -4.6
CCOCCCNC(=O)c1cc(NC(=O)c2cc(Cl)cc(Cl)c2)ccc1N1CCC(Cc2ccccc2)CC1 | 0.7 | -3.5 | 0.8
CC(C)c1ccc(COc2cccnc2C(O)NCCCO)cc1 (stereo not given) | -4.0 | x | -6.7
COc1ccc(C)cc1NC(=O)C(c1ccccc1)N1CCCC1 (stereo not given) | -0.2 | -4.9 | -10.4
O=c1[nH]c(Cn2cnnc2)nc2ccccc12 | -2.0 | x | -2.2
Cc1nc(Nc2ccc(F)cc2)c2c3c(sc2n1)CCC3 | 3.1 | x | 5.9
CCCCN(C)C(=O)c1sc(=O)n(Cc2cc(C)cc(C)c2)c1C | -6.4 | x | -1.1
Cc1ccc2c(c1)NC(=O)c1cc(NS(=O)(=O)C(C)C)ccc1O2 | 6.5 | x | 5.2
CC(C)NC(=O)Cn1cnc2c(nnn2C)c1=O | 2.2 | x | -3.1
CCCn1c(=NC(=O)C2=COCCO2)sc2cc3c(cc21)OCO3 | 4.4 | 1.1 | -0.9
CC1=C(C(=O)OCC2CCCO2)C2(O)C(=O)c3ccccc3C2(O)N1 (stereo not given) | 6.9 | -5.9 | -6.7
COc1ccc(-c2nc3cc(C)ccn3c2NC(=O)C2CCCCC2)cc1OC | -3.8 | -4.6 | -3.7
Cc1ccc(S(=O)(=O)c2cc3ccccc3oc2=Nc2ccc3c(c2)OCO3)cc1 | 2.1 | x | -1.0
O=C(CC(c1ccccc1)c1ccccc1F)NCCn1cccn1 (stereo not given) | 1.2 | x | -4.8
O=C(c1ccc([N+](=O)[O-])cc1)N1CCCC(N2CCN(c3ccccc3F)CC2)C1 (stereo not given) | 1.0 | x | -4.7
CCC1Oc2cc(C(C)NC(=O)NC3CC3)ccc2NC1=O (stereo not given) | 6.9 | -14.9 | -7.9
COc1cc(CNC(=O)c2oc3c(F)cccc3c2C)cc(OC)c1OC | 3.1 | x | -9.1

Continuation.
SMILES | NPYLR7 agonist | mcGAS lum | hcGAS inh
CN1C[C@H]2[C@@H](c3cccc(-n4cccn4)c3)N[C@](CO)(c3ccccc3)[C@H]2C1 | x | -11.1 | -7.5
CN1CCCn2nc(C(=O)NCc3ccc4nonc4c3)cc2C1 | 17.1 | x | 2.2
CC(=O)Nc1ccc(NC(=O)CSc2ccc(NC(=O)C3CC3)nn2)cc1 | -1.3 | x | -2.5
COc1ccc(Nc2nc(N)nc(CSc3nc4cc(OC)ccc4s3)n2)cc1 | -13.5 | x | -4.1
COc1ccc(C2CCCN2C(=O)c2ccc(NC(C)=O)s2)cc1 (stereo not given) | 1.0 | x | 0.2
Cc1ccc(-c2nnc(Nc3ccccc3)c3ccccc23)cc1S(=O)(=O)NC(C)(C)C | -14.3 | x | -4.3
CCOC(=O)C1CCCN(C(=O)c2cnn(-c3ccc(OC)cc3)c2C)C1 (stereo not given) | x | -9.8 | -5.3
Cn1ccc(NC(=O)Cc2ccc(Cl)cc2)n1 | 1.5 | x | -3.3
CCn1nccc1NC(=O)c1ccccc1OCc1ccccc1 | 3.0 | -4.8 | -11.2
CCc1[nH]c2c(CNC(=O)C(=O)c3ccco3)cc(C)cc2c1C | x | -13.0 | -6.2
CC(C)N(C(=O)CSc1n[nH]c(-c2cccs2)n1)C1CCCCC1 | 22.4 | x | -2.7
CCOC(=O)N1CCC(NCCSc2cn[nH]n2)CC1 | 19.9 | -10.0 | -0.6
C=CCN1C(=O)NC(c2cccc(Cl)c2)C2=C1CN(CC(=O)N1CCN(c3ccccc3F)CC1)C2=O (stereo not given) | x | -5.6 | -6.9
CCOc1ccc2oc(C(=O)OCC(=O)Nc3sc4c(c3C(N)=O)CCCC4)c(C)c2c1 | -5.2 | -1.0 | 1.8
CC(=O)N1CCN(c2ccc(OCC3CO[C@](Cn4ccnc4)(c4ccc(Cl)cc4Cl)O3)cc2)CC1 (stereo not given in full) | -8.0 | x | -5.7
COC(=O)c1ccc2c(c1)CC(CNC(=O)c1cc(Cl)ccc1F)O2 (stereo not given) | 27.1 | x | -5.9
Cc1cccn2c(CC(=O)N3CCC(O)(CN(C)C)C3)cnc12 (stereo not given) | 4.5 | x | -5.2
COc1ccc(CC(=O)N(Cc2nc3cc(C)ccc3o2)Cc2cc(F)ccc2F)cc1 | 2.9 | 0.5 | -0.2
COCCN=c1scc(-c2ccco2)n1N=Cc1cc(Br)c(O)c(OC)c1 | 20.0 | -5.4 | -3.7
COc1ccc(C(=O)CN2C(=O)NC3(CCCCC3C)C2=O)cc1OC (stereo not given) | 5.6 | -5.3 | 0.9
CCc1cn[nH]c1C1CCN(C(=O)c2c(C)[nH]c3c2C(=O)CCC3)CC1 | -1.2 | x | -3.0
COc1cc(CN2CCC(C(=O)Nc3cccc(-c4cccc(Cl)c4)c3)CC2)ccc1O | 1.7 | x | 3.2
CCN(CC)CC(=O)N1N=C(c2ccc(OC)cc2OC)CC1c1ccc(C)cc1C (stereo not given) | 20.8 | -3.9 | -4.6
O=C1CSC(c2ccc([N+](=O)[O-])cc2)N1Cc1ccccc1 (stereo not given) | -4.5 | -7.1 | -8.7
COCCNC(=O)C1CCCN(C2CCN(C(=O)c3cccnc3C)CC2)C1 (stereo not given) | 5.7 | -10.2 | -7.3

Next part, overlapping the part above by 3 compounds.
SMILES | NPYLR7 agonist | mcGAS lum | hcGAS inh
CCN(CC)CC(=O)N1N=C(c2ccc(OC)cc2OC)CC1c1ccc(C)cc1C (stereo not given) | 20.8 | -3.9 | -4.6
O=C1CSC(c2ccc([N+](=O)[O-])cc2)N1Cc1ccccc1 (stereo not given) | -4.5 | -7.1 | -8.7
COCCNC(=O)C1CCCN(C2CCN(C(=O)c3cccnc3C)CC2)C1 (stereo not given) | 5.7 | -10.2 | -7.3
Cc1csc(SCc2cc(=O)c(OC(=O)c3ccc(C(F)(F)F)cc3)co2)n1 | -5.2 | -2.8 | -6.7
CC(NC(=O)CN1CCCN(S(=O)(=O)c2ccc(F)cc2)CC1)c1ccccc1 (stereo not given) | -0.6 | -8.5 | -5.0
CC1CN(c2nn(C)c(=O)n(C)c2=O)CC(C)O1 (stereo not given) | 8.4 | x | -1.1
COc1ccc(CCNC(=O)c2cc(-c3ccccc3F)nc3cc(-c4ccccc4)nn23)cc1OC | 6.6 | -10.3 | -3.5
CCOCCCn1c(=S)[nH]c2sc(C)c(C)c2c1=O | 0.3 | x | 1.2
O=C1/C(=C\c2ccc3c(c2)OCCO3)CC/C1=C\c1ccc2c(c1)OCCO2 | 8.1 | x | -8.9
O=C(NC1CCCC1)c1cccc(N2NC(=O)C3CC=CCC3C2=O)c1 (stereo not given) | -5.7 | x | -3.7
O=S(=O)(c1cccc(Br)c1)N1CCN(Cc2ccccn2)CC1 | 3.1 | x | -15.9
COc1ccc(CN2CCCC2)cc1Oc1nccnc1OC | 15.0 | -11.1 | -3.5
CCN(Cc1ccccc1)C(=O)c1cc2cc([N+](=O)[O-])ccc2oc1=O | -3.5 | -5.3 | -7.9
Cc1ccn2c(NCc3ccccc3)c(-c3cccc(O)c3)nc2c1 | 3.4&1.8 | -8.9 | -5.3&2.5
CCc1c(C)nn(-c2nc(C)cc(C)n2)c1OC(=O)c1ccco1 | 0.5 | x | -2.4
CCOC(=O)c1cc(C(C)(C)C)n(C2CCN(C(=O)COc3ccccc3C)CC2)n1 | 20.9 | -0.6 | -0.9
CCN1CCc2cc(OC)c(OC)cc2C1C(NC(=O)c1ccccc1C)C(C)C (stereo not given) | 12.4 | -4.5 | -4.2
COc1ccc(C(=O)N(CC(=O)N(Cc2ccc(F)cc2)Cc2ccc(C)s2)Cc2ccco2)cc1 | 1.0 | -2.4 | 3.2
Cc1cc2nc(/C=C/c3c(C)noc3C)sc2cc1C | 2.3 | x | 5.4
CCc1ccccc1NC(=O)Cn1nc(C(F)(F)F)c(Cl)c1C | 21.2 | -7.5 | -7.7
Oc1ccc(Br)cc1CN1CCN(CC2CC3C=CC2C3)CC1 (stereo not given) | 9.5 | x | 1.0
CC(C)N(CC(=O)Nc1nc(CC(=O)Nc2ccc(F)cc2)cs1)C(=O)c1ccc(Cl)c(Cl)c1 | -11.0 | -2.8 | 4.8
CCCCCCNC(=O)CC(c1cccc(C(F)(F)F)c1)c1cn(C)c2ccccc12 (stereo not given) | x | -10.2 | -11.8

Grouped by structure, those above with an NH in an aromatic ring
SMILES | NPYLR7 agonist | mcGAS lum | hcGAS inh
CCc1cc(-c2[nH]ncc2-c2ccc3c(c2)OCCO3)c(O)cc1OC | -2.2 | -7.7 | -6.6
Clc1ccccc1-c1cc(C2CCN(Cc3cnc[nH]3)CC2)[nH]n1 | 25.1 | -10.9 | -6.9
CCCCN(C(=O)Cc1c(C)n[nH]c1C)c1c(N)n(CCC)c(=O)[nH]c1=O | 6.2 | x | -0.8
Cc1[nH]cnc1C(=O)N1CCC(c2ccncc2)CC1 | 2.0 | -11.8 | -5.6
O=c1[nH]c(Cn2cnnc2)nc2ccccc12 | -2.0 | x | -2.2
CCc1[nH]c2c(CNC(=O)C(=O)c3ccco3)cc(C)cc2c1C | x | -13.0 | -6.2
CC(C)N(C(=O)CSc1n[nH]c(-c2cccs2)n1)C1CCCCC1 | 22.4 | x | -2.7
CCOC(=O)N1CCC(NCCSc2cn[nH]n2)CC1 | 19.9 | -10.0 | -0.6
CCc1cn[nH]c1C1CCN(C(=O)c2c(C)[nH]c3c2C(=O)CCC3)CC1 | -1.2 | x | -3.0
CCOCCCn1c(=S)[nH]c2sc(C)c(C)c2c1=O | 0.3 | x | 1.2
